Compound activity as filed in PubChem BioAssay.
ELG1 repair inh: ELG1-dependent DNA repair inhibition; HEK293T ELG1-luciferase reporter, luminescence, 16 h; DNA damage induced by 5-fluorouridine; Potency, µM (doses to about 46.1 µM), without a hit: top-dose activity change, negative = inhibition, hits mostly inhibitors; 330,000 tested, 2.3% active; further: potency means the concentration at half of the fitted maximal effect; on the % scale 0 is the no-effect control and ±100 the full control effect; nearly all actives have a fitted effect of over 55% in size
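Luminescence from the luciferase reporter, measured 30 min after ONE-Glo reagent at room temperature, was the read-out. Beforehand, 2,000 cells per well were exposed for 16 hr at 37 °C to 5-fluorouridine together with compound or vehicle.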
TRPV1 ag: human TRPV1 agonism; Q8NER1; TRPV1-expressing cells, Fluo-8 calcium influx, agonist mode; 320,000 tested, 0.19% active; AID 540275; activation, % at 8.33 µM; in the data active means activation above about 80%; inconclusive means between about 30% and that limit; further: 0% is about no effect
Target sequence (Q8NER1 whole entry, looked up): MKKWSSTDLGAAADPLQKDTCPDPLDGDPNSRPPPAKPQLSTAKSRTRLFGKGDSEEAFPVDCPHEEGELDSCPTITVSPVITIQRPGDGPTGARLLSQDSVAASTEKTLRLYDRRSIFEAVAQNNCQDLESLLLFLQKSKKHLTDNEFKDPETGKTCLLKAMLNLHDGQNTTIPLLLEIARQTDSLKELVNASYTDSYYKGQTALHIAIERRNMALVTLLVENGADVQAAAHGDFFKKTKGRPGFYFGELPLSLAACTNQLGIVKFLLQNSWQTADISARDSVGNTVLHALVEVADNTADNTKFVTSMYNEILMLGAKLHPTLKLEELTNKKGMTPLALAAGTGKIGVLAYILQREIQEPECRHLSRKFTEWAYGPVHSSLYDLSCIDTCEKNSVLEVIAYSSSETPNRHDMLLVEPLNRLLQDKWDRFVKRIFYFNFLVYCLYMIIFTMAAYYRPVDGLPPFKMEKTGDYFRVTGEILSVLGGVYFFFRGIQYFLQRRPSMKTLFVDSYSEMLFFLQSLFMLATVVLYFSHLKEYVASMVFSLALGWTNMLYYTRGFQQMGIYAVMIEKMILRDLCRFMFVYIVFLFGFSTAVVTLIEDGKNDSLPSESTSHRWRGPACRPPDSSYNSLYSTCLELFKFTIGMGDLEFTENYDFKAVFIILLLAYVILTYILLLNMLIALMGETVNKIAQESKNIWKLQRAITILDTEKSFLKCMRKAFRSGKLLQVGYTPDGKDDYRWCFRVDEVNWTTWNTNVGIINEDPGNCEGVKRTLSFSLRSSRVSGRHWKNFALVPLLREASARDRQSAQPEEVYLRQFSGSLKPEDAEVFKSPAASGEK
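Fluo-8 calcium influx in TRPV1-expressing cells, kinetic read (ex 480/em 520 nm). Compound added and read 3 min for agonist activity, followed by capsaicin at EC20 final and 2 min further read for enhancement.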
NPC1 promoter act: activators of NPC1 promoter. Huh7 NPC1 promoter luciferase reporter, 24 h. Potency, µM (titrated, usually from 9.22 µM), for the others: top-dose activation, hits mostly activators. 320,000 tested, 2.4% active;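 further: potency means the concentration at half of the fitted maximal effect; % of control where 0% means no effect; nearly all actives have a fitted effect of over 60% in size; reporter is driven by a mutant NPC1 promoter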
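Huh7 reporter cells (NPC1 promoter driving luciferase) are dosed with compound for 24 h at 37 °C, 5% CO2; luciferase detection reagent is then added and luminescence measured after 10 min at ambient temperature.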
FLuc counter: inhibits or activates purified firefly luciferase, miR-21 counter-screen | P08659 | purified FLuc, Km substrates, luminescence inhibition | Potency, µM (top dose mostly 57.5 µM), inactives show top-dose activity change, negative = inhibition, most hits filed as inhibitors | 360,000 tested, 6.9% active | AID 588342;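 further: potency means the concentration at half of the fitted maximal effect; plate controls were vehicle for no effect and reference inhibitor for full effect; nearly all actives have a fitted effect of over 55% in size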
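Biochemical qHTS of compounds, final roughly 60 µM downward over six points, against 10 nM purified firefly luciferase using Km concentrations of substrates (10 uM D-luciferin, 10 uM ATP) in Tris acetate pH 7.5 buffer; luminescence output.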
Rab9 prom act: activates the Rab9 promoter | 320,000 tested, 2.8% active | Potency, µM (series often up to 9.22 µM), for the others: at the highest dose activation, negative = inhibition, most hits filed as activators | Huh7 Rab9 promoter-luciferase reporter, luminescence, 24 h | AID 485297; further: potency means the concentration at half of the fitted maximal effect; % of control where 0% means no effect; nearly all actives have a fitted effect of over 60% in size
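Luminescence from Amplite-detected luciferase (10 minutes, ambient) reports Rab9 promoter activation. Before that, stable Rab9-luciferase Huh7 cells (1500/well, reduced-serum OP-MEM I plus 10% FBS) were exposed to compound for 24 hours at 37C.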
VP16 counter: counter-screen for ROR gamma inhibitors: Gal4-VP16 reporter | Drosophila S2 Gal4-VP16 UAS-luciferase, luminescence, 20 h | Potency, µM (doses to about 53.6 µM), for inactives: top-dose activity, negative = inhibition, actives largely listed as inhibitors | 310,000 tested, 3.5% active | AID 2546;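 further: Gal4-VP16 expression switched on by copper sulfate through the metallothionein promoter; potency means the concentration at half of the fitted maximal effect; on the % scale 0 is the no-effect control and ±100 the full control effect; nearly all actives have a fitted effect of over 50% in size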
RORg inh: blocks mouse ROR gamma transcriptional activity | P51450 | Drosophila S2 Gal4-RORgamma UAS-luciferase reporter, 20 h | Potency, µM (top dose mostly 53.6 µM), for the others: top-dose activity change, negative = inhibition, most hits filed as inhibitors | 310,000 tested, 5.4% active; further: potency means the concentration at half of the fitted maximal effect; on the % scale 0 is the no-effect control and ±100 the full control effect; nearly all actives have a fitted effect of over 60% in size
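Compounds are pin-transferred onto Drosophila Schneider cells expressing a copper-inducible Gal4–ROR gamma transactivation domain fusion. After 1 hr, copper sulfate is added to 700 uM final; luciferase is read 20 hr later.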
p53 reactivator: re-activators of mutant p53; H1299 p53-A138V BP100-luciferase reporter, luminescence, 24 h; 320,000 tested, 0.063% active; Potency, µM (highest dose often 92.2 µM), for the others: at the top dose activity change, positive = activation, usual class: activators; AID 504706; further: potency means the concentration at half of the fitted maximal effect; % of control where 0% means no effect; nearly all actives have a fitted effect of over 45% in size
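p53-null H1299 cells stably carrying temperature-sensitive p53-A138V and a BP100-luciferase reporter were pinned with compounds (4-point, 1:5 series) and held 24 hrs at 37 deg C. Luminescence was read 10 min after detection reagent.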
Tb PFK block: blocks T. brucei phosphofructokinase | O15648 | T. brucei PFK, ADP-Glo luminescence | Potency, µM (doses to about 57.5 µM), inactives show at the top dose activity, negative = inhibition, most hits filed as inhibitors | 330,000 tested, 0.17% active | AID 485367;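 further: potency means the concentration at half of the fitted maximal effect; 0% = uninhibited 1x PFK enzyme wells and -100% = no-enzyme wells; nearly all actives have a fitted effect of over 60% in size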
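ADP-Glo luminescence quantified ADP after 45 min at room temperature, with 1.25 nM T. brucei PFK, 0.1 mM ATP and 0.5 mM fructose-6-phosphate in pH 8.0 TEA buffer. qHTS titrations up to 57 µM; curves classified by quality.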
BRCA1 expr up: increases BRCA1 expression. 380,000 tested, 1.1% active. Potency, µM (doses to about 46.1 µM), for the others: at the highest dose activation, usual class: activators. MCF7-BRCA1-FFLuc reporter, luminescence, 48 h; response scale: scaled: vehicle 0%, 10 µM genistein 100%. AID 624202; further: potency means the concentration at half of the fitted maximal effect; nearly all actives have a fitted effect of over 80% in size; some results filed as inactive show a strong effect at the top dose
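Compounds are tested at multiple concentrations on MCF7 BRCA1-luciferase reporter cells seeded at 2000 per well; after 48 h, a single luminescence end-point is taken and curves fitted to the normalized data.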
ELG1 genotoxic: induces genotoxicity in HEK293T cells with luciferase-tagged ELG1. HEK293T ELG1-luciferase reporter, luminescence, 16 h. Potency, µM (titrated, usually from 46 µM), without a hit: at the highest dose activity change, positive = activation, most hits filed as activators. 330,000 tested, 1.3% active; further: potency means the concentration at half of the fitted maximal effect; % of control where 0% means no effect; nearly all actives have a fitted effect of over 60% in size
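Cells (2,000/well) expressing the ELG1-luciferase fusion are dosed by pin tool and kept 16 hr at 37 °C, 5% CO2. Signal comes from ONE-Glo luciferase reagent after 30 min at room temperature.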
Numbers without * were called inactive; ? = inconclusive; · = not tested or not shown; [ ] = another dose, or the depositor's remark. Unless noted, the call rests on the fitted dose curve; in most records, active means well fitted curve in the direction sought with a large enough effect; inconclusive means small, poorly fitted or top-dose-only effect, or another doubt; inactive means no such curve, though single readings can be large; an effect the other way counts as inactive or inconclusive.

SMILES | ELG1 repair inh | TRPV1 ag | NPC1 promoter act | FLuc counter | Rab9 prom act | VP16 counter | RORg inh | p53 reactivator | Tb PFK block | BRCA1 expr up | ELG1 genotoxic
Cc1ccc(S(=O)(=O)N2CCOCC2)cc1NC(=O)CSc1nnc(NC2CC2)s1 | 5% | -1 | 0% | · | -2% | · | · | 0% | -3% | -1% | -2%
CCOC(=O)c1cn2nc(Oc3ccc(OC)cc3)ccc2n1 | 10% | 3 | 9% | -3% | 18% | 18% | 27% | 5% | 3% | 42% | 0%
CCC(=O)c1ccc(O)c(CC=C(C)C)c1 | ? | -1 | 12% | -5% | -3% | -13% | -2% | -4% | -3% | 8% | -14%
CN(CCC#N)C(=O)COC(=O)c1ccc(Cl)c(S(=O)(=O)N(C)c2ccccc2)c1 | -3% | 0 | -7% | 1% | -8% | -20% | 8% | -4% | 1% | -25% | -2%
O=C(CSCC(=O)OCC(=O)c1ccc(Br)cc1)Nc1cccc2ccccc12 | 0% | -2 | -1% | ? | -5% | 17% | -4% | 0% | -1% | -11% | 1%
CCOc1cc(-c2cc(-c3ccc(N)cc3)nc(N)c2C#N)ccc1O | ? | 0 | 1% | -13% | 9% | -4% | -22% | -13% | 0% | -81% | -1%
Cc1cccc(N2CCN(C(=O)c3cc(S(=O)(=O)N(C)C)ccc3N3CCCC3)CC2)c1C | ? | 1 | -1% | 3% | -3% | -10% | -25% | -2% | -1% | -40% | -11%
CC/C(C)=N/N1C(=O)c2ccccc2NC1(C)CC (centres undefined) | -11% | -9 | 4% | 0% | 0% | 8% | 20% | 0% | -2% | -16% | -1%
COc1ccc2c(c1OC)C(=O)N1C2SC(C)(C)[C@H]1C(=O)NCCCOC(C)C (some centres undefined) | 5% | 0 | -4% | 0% | -3% | 3% | 20% | -3% | -1% | 5% | 0%
O=C(c1cc(-c2ccc3c(c2)OCO3)on1)N1CCN(c2ccccc2)CC1 | ? | -1 | 2.8µM* | 3.8µM* | ? | 1% | 30% | ? | 0% | 16% | ?
COc1ccc(C(O)(c2ccccc2OC)C(CN2CCOCC2)c2ccccc2)cc1 (centres undefined) | -18% | ? | 0% | 2% | -9% | -3% | -30% | 1% | 0% | -36% | -7%
COc1ccc(C2=NN(C(=O)CCC(=O)O)C(c3cccs3)C2)cc1 (centres undefined) | 0% | -7 | 0% | -11% | ? | -4% | -15% | 1% | 4% | 4% | 5%
COc1ccc(S(=O)(=O)NCc2ccncc2)cc1NC(=O)c1ccccc1 | -23% | 3 | 3% | 0% | -11% | · | · | -7% | 7% | -48% | -1%
Cc1nn(CC(=O)NCC2CCCO2)c(C)c1[N+](=O)[O-] (centres undefined) | 2% | -1 | 0% | -1% | 1% | -4% | 3% | 0% | 0% | 0% | -2%
CC1=NN(c2ccc(N)cc2)C(=O)C1 | 9% | 3 | -1% | -1% | -8% | 2% | -5% | -2% | -24% | -9% | -2%
C/C=C(/C)C(=O)O[C@@H]1c2c(ccc3ccc(=O)oc23)O[C@@H]1C(C)(C)OC(=O)/C(C)=C\C | ? | ? | -6% | -2% | -4% | -18% | ? | 0% | 0% | -43% | -5%
COc1ccc(OC)c(C2c3[nH]c4ccccc4c3C[C@H]3C(=O)N(C4CC4)CC(=O)N23)c1 (some centres undefined) | 8% | 0 | -2% | -1% | -5%[1.84 µM] | 3% | -27% | -2% | -1% | -20% | -1%
CS(=O)(=O)c1ccc(Cl)c(NC(=O)Nc2ccccc2)c1 | 11% | -5 | -4% | -1% | 2% | 8% | 3% | -4% | 2% | -1% | 0%
CC(C)(C)OC(=O)CNC(=O)c1[nH]cnc1C(=O)NC1CCN(C(=O)OC(C)(C)C)CC1 | ? | -3 | -2% | -4% | 1% | ? | 30% | -3% | 1% | 0% | 2%
CCOc1cccc(-c2c(C(=O)N/N=C/c3sccc3C)nnn2-c2nonc2N)c1 | ? | 2 | 2% | -2% | -7% | 4.5µM* | 5.6µM* | -3% | -9% | -20% | -8%
Cc1cc(C)cc(NC(=O)c2cc(S(=O)(=O)NCc3ccco3)ccc2F)c1 | -5% | -2 | -4% | -3% | -3% | 10µM* | -18% | -10% | 2% | -39% | 0%
CCCC(=O)NCCSC | -9% | 1 | 5% | -1% | -2% | -6% | -2% | 1% | 5% | -17% | 0%
COc1ccc(/C=C/C(=O)OCC(=O)NCCCc2ccccc2)cc1OC | 5% | · | · | · | · | · | · | -1% | 7% | 6% | -3%
O=C(O)c1cccc(N/N=C/c2cccnc2)c1 | ? | -1 | ? | 2.4µM* | 0.32µM* | -25% | -21% | 6% | 5% | -43% | 0%
CCc1cc(C(=O)N2CCCC(CO)(Cc3ccc(F)cc3)C2)n(C)n1 (centres undefined) | 4% | -2 | 1% | 4% | 5% | -2% | -4% | -5% | 6% | 15% | -2%
Continued:
SMILES | ELG1 repair inh | TRPV1 ag | NPC1 promoter act | FLuc counter | Rab9 prom act | VP16 counter | RORg inh | p53 reactivator | Tb PFK block | BRCA1 expr up | ELG1 genotoxic
C/C(=N\NC(=S)Nc1cccc(C)c1)c1cc2ccccc2o1 | 0% | 1 | -1% | ? | 3% | ? | 2.5µM* | 26% | 7% | -49% | -9%
CN(CC(=O)Nc1c(Cl)cccc1Cl)C(=O)CNC(=O)c1ccc2c(c1)OCO2 | -1% | -8 | 0% | -2% | -2% | · | · | -1% | 4% | -3% | 2%
CCOc1ccc(N(CC(=O)NC2CCCC2)C(=O)CSc2nnc(COc3ccccc3)o2)cc1 | -28% | 5 | 1% | -6% | 1% | 8% | -5% | -1% | 7% | 3% | -5%
COc1ccc(/C=N/NC(=O)c2ccc(N)cc2)cc1Cn1cc([N+](=O)[O-])cn1 | ? | -6 | -8% | -6% | -2% | -4% | -3% | -1% | -25% | -18% | -9%
O=C(Nc1cccc2ccccc12)N1CCN(c2ccccc2)CC1 | 7% | -2 | -3% | 9% | -1% | ? | 32% | -7% | -1% | -25% | 2%
COc1ccccc1NC(=O)CSc1nnc(COc2ccc(Cl)cc2)o1 | 1% | 0 | 0% | -17% | 7% | -1% | -2% | -6% | 0% | 2% | 11%
COc1cc(-c2nnc(-c3ccc(N4CCOCC4)cc3)o2)cc(OC)c1OC | -25% | 1 | 0% | -2% | -5% | -5% | -1% | -1% | 2% | 0% | -1%
Cc1cccc(C(=O)Nc2ccc(NC(=O)c3ccccc3)cc2)c1 | -15% | 8 | -1% | 24µM* | -1% | 9% | 17% | ? | -5% | 30% | -6%
COc1ccc(S(=O)(=O)N2CCOC2CNC(=O)C(=O)NCc2ccco2)cc1C (centres undefined) | -29% | -1 | -6% | -5% | -4% | -15% | 13% | -1% | -4% | 0% | 1%
CCCCN1C(=O)C(O)(c2ccccc2)c2cc(Br)ccc21 (centres undefined) | -11% | 10 | -5% | 0% | -8% | -19% | -32% | -2% | 1% | -7% | 0%
CCOC(=O)N1CCN(C(=O)c2cn(CC(C)C)c(=O)c3c2c2ccccc2n3C)CC1 | 18µM* | -2 | -1% | -9% | -6% | 0% | -11% | -17% | -2% | -18% | -9%
O=C(N/N=C/c1ccc(OC(F)F)cc1)c1cc[n+]([O-])cc1 | 22% | 0 | -4% | -15% | 5% | 0% | 0% | -13% | 3% | -6% | 1%
CCC(CO)NC(=O)c1ccccc1C(F)(F)F (centres undefined) | 7% | 1 | -1% | 0% | -3% | 0% | 5% | 3% | 0% | -8% | 0%
O=C(CC1(O)C(=O)N(Cc2cccc3ccccc23)c2ccccc21)c1cccnc1 (centres undefined) | -27% | -3 | -2% | -1% | -1% | ? | 17% | 6% | 3% | -23% | 0%
COc1ccc(CCNC(=O)[C@@H](NC(=O)N2CC(=O)Nc3ccccc32)C(C)C)cc1OC | -14% | 0 | 3% | 1% | 3% | -4% | -13% | -1% | -4% | -16% | 2%
Nc1nc(-c2nc3ccccc3[nH]2)cs1 | ? | 10 | 1.3µM* | 5.4µM* | 1.1µM* | ? | ? | -7% | -1% | -45% | 2.1µM*
COc1cc(C2C(C(=O)c3ccc(C)o3)=C(O)C(=O)N2c2cc(C)on2)ccc1O (centres undefined) | 3% | 1 | 1% | 0% | -1% | 0% | -8% | -10% | 5% | 12% | 3%

Look-ups from the results shown:
CCOc1ccc(N(CC(=O)NC2CCCC2)C(=O)CSc2nnc(COc3ccccc3)o2)cc1 in p53 reactivator = -1%
COc1ccc(CCNC(=O)[C@@H](NC(=O)N2CC(=O)Nc3ccccc32)C(C)C)cc1OC in NPC1 promoter act = 3%
